GSK3A inh: human GSK-3 alpha kinase inhibition; ADP-Glo luminescence, 60 min; P49840; 0.1% of 320,000 active; inhibition, % at 10 µM;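 in the data active = inhibition above about 50%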;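 note: GST-tagged GSK-3 alpha with peptide substrate and 25 µM ATP; 0% = DMSO neutral wells and 100% = GW8510 positive control wells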
Target sequence (P49840 whole entry, looked up): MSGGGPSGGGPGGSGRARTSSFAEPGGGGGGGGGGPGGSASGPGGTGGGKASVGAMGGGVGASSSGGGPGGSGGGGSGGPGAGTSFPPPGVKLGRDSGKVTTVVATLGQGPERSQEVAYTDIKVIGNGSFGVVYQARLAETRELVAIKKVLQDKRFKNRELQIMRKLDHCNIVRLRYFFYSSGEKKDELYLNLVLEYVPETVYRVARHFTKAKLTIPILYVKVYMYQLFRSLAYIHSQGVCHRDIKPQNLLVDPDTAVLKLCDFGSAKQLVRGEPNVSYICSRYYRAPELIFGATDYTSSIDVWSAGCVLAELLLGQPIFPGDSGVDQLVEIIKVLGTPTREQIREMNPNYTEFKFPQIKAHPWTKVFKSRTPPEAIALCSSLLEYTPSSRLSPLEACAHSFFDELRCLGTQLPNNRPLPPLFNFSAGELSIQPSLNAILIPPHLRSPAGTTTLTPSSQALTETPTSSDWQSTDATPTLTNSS
Dyrk1A ADPGlo: inhibitors of rat Dyrk1A kinase; Q63470; 0.43% of 310,000 active; inhibition, % at 12.5 µM; ADP-Glo luminescence, NFATc1 peptide; in the data active = inhibition above about 50%;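 note: plate controls were vehicle with enzyme for no effect and no enzyme for full effect; many of its hits are not listed in these tables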
GSK3beta inhib: human GSK3beta kinase inhibition; 0.038% of 300,000 active; AID 2097; GST-GSK3beta kinase, ADP-Glo luminescence, 60 min; active compounds read low; P49841; activity score (negative = inhibition), % at 10 µM;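 active = more than half of replicate wells score below -50%, meaning over 50% inhibition versus plate controls; inconclusive = some replicates but at most half score below -50%; inactive = no replicate scores below -50%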;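 note: 0% = median DMSO wells and -100% = median GW8510 positive control wells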
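Assay system: GST-fused GSK3beta enzyme, cell-free / Medium: Tris pH 7.5 buffer with MgCl2, DTT, BSA, heparin / Also added: peptide substrate plus 25 µM ATP (final) / Compound: 10 µM single point / Timing: kinase reaction with compound 60 min at room temperature / Detection: ADP-Glo luminescence / Benchmarks: DMSO neutral wells and GW8510 at 20 µM as positive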
HSF1 inhib: HSF1 inhibition; NIH3T3-HGL HSE-luciferase, MG132-induced, luminescence 8 h; active compounds read low; activity change, negative = inhibition, % at 7.5 µM (by protocol); 0.77% of 300,000 active; AID 2098;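 active = more than half of replicate wells show activity change below -50%, luminescence cut by over half; inconclusive = some wells, but at most half, below -50%; inactive = no replicate well below -50%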;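 note: luciferase reports HSF-1 transcriptional activity via heat shock element; 0% = median of DMSO wells and -100% = zero luminescence signal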
PolyA inhibitor: inhibitors of polyadenylation in S. cerevisiae; calls only at 12 µM; 0.02% of 300,000 active; S. cerevisiae SKY197-pL101 polyadenylation reporter, beta-gal luminescence; efflux-impaired pdr1/pdr3 knockout yeast; score 100 = 6 SD above DMSO; AID 1875;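 active = lowest replicate activity score at least 50, where 100 means six control SD above control mean; inconclusive = lowest score under 50 but half or more replicates reach 50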;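 note: yeast exposed to compound for 9 h at 30 °C; higher score means more reporter readthrough which indicates perturbed polyadenylation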
Platelet DG rel: modulates dense granule release in human platelets. human platelet-rich plasma, SFLLRN dense granule ATP release, luminescence. inhibition, %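 (compounds screened at 7.5 µM in platelet-rich plasma)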. 0.22% of 300,000 active. AID 1663;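 active = mean replicate score, as percent of positive control, at or above 50; inconclusive = mean below 50 but at least one replicate at or above 50; inactive = mean and every replicate below 50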
HSF-1 act: increases HSF-1 driven luciferase reporter signal; NIH3T3-HGL HSF-1 luciferase reporter, MG132, 8 h; 100% = twice DMSO control signal; activation, % at 9 µM; 1.7% of 300,000 active;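 active = mean replicate activation of at least 50% with a set share of replicates each reaching 50%; inconclusive = only one of those two conditions met; inactive = mean below 50% and too few replicates reaching it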;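 note: 0% = median of the neutral control wells and 100% = twice that signal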
HSP90 inh: blocks HSP90-mediated luciferase refolding in reticulocyte lysate; AID 1789; inhibition, % at 5.6 µM; Rabbit reticulocyte lysate, luciferase refolding luminescence, 3 h; 0.91% of 290,000 active;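 active = inhibition above the screen-wide mean plus 3 SD, computed separately per campaign, cut at about 16% in these data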;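 note: 0% = DMSO wells and 100% = 60 µM geldanamycin wells; inhibitors lower the luminescence because luciferase stays unfolded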
AI-2 QS mod: modulators of Vibrio harveyi AI-2 quorum sensing system; Vibrio harveyi JMH597 AI-2 luminescence/OD600 ratio, 9 h; active compounds read low; strain lacks LuxN and CqsS sensors; 0 = neutral-control median; activity change, % at 7.5 µM; 0.4% of 300,000 active; in the data active = activity change below about -75%, passing the limit was not always enough; inconclusive = no clear call, values can overlap the other calls;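 note: luminescence divided by OD600 gain over 9 h not by final OD600 alone; inactives centre near 13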
HDAC3 inhib: human HDAC3 inhibition; recombinant HDAC3, fluorogenic peptide/trypsin coupled, fluorescence; inhibition, % at 8.3 µM; 0.15% of 320,000 active; AID 2718; in the data active = inhibition above about 26%, passing the limit was not always enough; inconclusive = no clear call, values can overlap the other calls
Target sequence (O15379 whole entry, looked up): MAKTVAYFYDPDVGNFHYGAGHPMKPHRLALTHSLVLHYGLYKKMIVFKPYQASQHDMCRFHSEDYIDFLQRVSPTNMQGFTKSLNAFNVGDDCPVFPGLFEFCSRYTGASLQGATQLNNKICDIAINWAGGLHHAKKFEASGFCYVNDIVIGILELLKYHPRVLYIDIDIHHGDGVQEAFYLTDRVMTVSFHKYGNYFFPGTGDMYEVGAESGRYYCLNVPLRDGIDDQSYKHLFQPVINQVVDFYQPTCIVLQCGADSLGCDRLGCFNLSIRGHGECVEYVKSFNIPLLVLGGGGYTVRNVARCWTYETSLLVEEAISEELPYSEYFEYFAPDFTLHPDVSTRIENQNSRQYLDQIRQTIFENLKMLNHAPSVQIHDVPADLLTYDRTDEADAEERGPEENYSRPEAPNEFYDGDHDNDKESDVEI
* hit, by the source's call; i = inactive; ? = inconclusive; / = not tested or not shown.

SMILES	GSK3A inh	Dyrk1A ADPGlo	GSK3beta inhib	HSF1 inhib	PolyA inhibitor	Platelet DG rel	HSF-1 act	HSP90 inh	AI-2 QS mod	HDAC3 inhib
CN(C)S(=O)(=O)c1cc(NC(=O)COC(=O)Cc2ccccc2)ccc1Cl	-1	2	1	-2	i	-3	0	0	-49	2
N#Cc1c(/N=C/c2ccc(O)cc2O)sc2c1C1CCN2CC1	1	-3	2	3	i	3	1	-2	21	7
CCCCc1cc(=O)oc2cc(OCC(=O)N3C[C@H]4C[C@@H](C3)c3cccc(=O)n3C4)c(Cl)cc12	-3	7	1	10	i	6	2	0	8	-1
CN(C)CC1CSCCC1(O)c1cccc(Cl)c1 (stereo not given)	3	-2	3	1	i	-8	10	1	4	-2
Cc1ccc(-n2c(O)c(C=NCCN3CCOCC3)c(=O)[nH]c2=O)cc1	/	4	2	-5	i	4	-11	-1	75	-1
O=c1[nH]c(=O)n(Cc2ccccc2)c(O)c1/C=N/NCCO	1	/	-1	-4	i	4	2	0	27	7
Cc1ccsc1C(=O)C1CCCN(Cc2ccn[nH]2)C1 (stereo not given)	0	9	-1	-4	i	-9	5	0	18	4
CCN(CC)P(=O)(c1n(CC)cc[n+]1CC)N(CC)CC	-1	1	4	-1	i	0	-3	-6	20	-1
COc1ccc(C(=O)C(C)(C)NO)cc1	1	8	0	2	i	2	-1	-1	20	-6
COC(=O)c1ccc(NC(=O)CSc2nc3ccc(N4C(=O)C5C6C=CC(C6)C5C4=O)cc3s2)cc1 (stereo not given)	-3	-7	-2	2	i	2	-23	3	45	4
CC(C)n1c(O)c(C2c3cc(Cl)ccc3Oc3[nH]c(=O)n(C(C)C)c(=O)c32)c(=O)[nH]c1=O (stereo not given)	/	13	4	-8	i	-1	19	7	26	/
O=C(CCc1ccccc1)N1C[C@H]2C[C@@H](C1)c1cccc(=O)n1C2	-1	1	-3	7	i	0	-1	-2	13	-2
C=C1C(=O)[C@@]23C[C@H]4[C@@H]5[C@@]6(C)CCC[C@@]57[C@@H]2[C@@H](O)[C@@H]1C[C@H]3[C@H]7N4C6	0	1	0	-17	i	3	-19	/	1	-1
CN1CCC(O)(c2ccccc2)C(C(=O)c2ccccc2)C1 (stereo not given)	-1	2	2	-9	i	/	-2	-1	8	0
CCOC(=O)N(C)c1ccc(C(O)(C(=O)OC)C(F)(F)F)cc1 (stereo not given)	-3	3	1	-1	i	2	-11	-1	13	1
CC1CC(OC(=O)c2ccccc2)CC(C)N1C (stereo not given)	2	-2	-3	-5	i	-17	-8	-3	8	1
COc1ccc(NC(=O)CN2CC=C(c3ccccc3)CC2)cc1S(=O)(=O)N1CCOCC1	-3	/	-1	-2	i	-54	-5	5	20	-5
O=P1(NCc2ccco2)COc2ccccc2OC1	-3	-9	1	1	/	4	4	-4	17	5
Cn1c(C(=O)N2CCC(C(=O)N3CCC4(CC3)OCCO4)CC2)cc2sccc21	2	1	1	-2	i	5	10	3	7	-1
CC(C(=O)Nc1ccc(Br)cc1C(=O)c1ccccc1)N1CCOCC1 (stereo not given)	-2	-8	-2	-2	i	-2	15	2	26	0
N[C@@H](Cc1c[nH]c2ccccc12)c1nnc(SCc2ccccc2F)o1	5	6	-5	9	i	-2	1	0	1	-6
C[C@@]1([C@@H](NP(=O)(c2ccccc2)c2ccccc2)c2ccccc2)C[C@H]1CCO	-2	0	-1	1	i	3	-13	-1	13	-4
Cc1ccc(-c2nc(N(C)C3CCN(C)CC3)c3ccccc3n2)cc1	4	2	-1	/	i	-5	/	1	-2	6
Cc1cccc(CN2CCN(Cc3ccc(Cl)cc3)CC2)c1	-4	8	-1	-10	i	2	1	-3	-7	15
CC(C)N1CCN(c2ccc(O)cc2)CC1	-1	4	0	-8	i	0	2	-2	0	2
COc1cc(CN2CC=C(c3ccc(F)cc3)CC2)cc(OC)c1	0	-6	-1	-3	i	-7	-15	0	31	5
CC1=C(C(=O)N2CCC3(CC2)OCCO3)C2(CCC(C)CC2)OC1=O (stereo not given)	-3	2	2	-4	i	1	8	-7	39	-2
COc1cc(N2CCOCC2)ccc1/C=C1\C(=O)NC(=O)N(Cc2cccs2)C1=O	/	/	1	-3	i	-12	4	1	34	6
Cc1ccc(CN2C(=O)NC(=O)C3(Cc4c(nc5ccccn5c4=O)N4CCCCCC43)C2=O)cc1 (stereo not given)	-1	-7	-5	33	i	0	?	1	10	1
CC(C(=O)c1c[nH]c2ccccc12)N1CCOCC1 (stereo not given)	0	6	2	-3	i	-5	-6	5	5	1
CCOc1ccc(Cc2c(O)[nH]c(=O)[nH]c2=O)cc1	-3	7	-10	0	i	12	4	7	-4	4
O=C1NC(=O)C(C(CC(=O)c2ccccc2)c2ccccc2)C(=O)N1 (stereo not given)	-8	-11	3	4	i	14	17	5	-6	-6
C=CCn1c(O)c(/C=N/N2CCCCC2c2cccnc2)c(=O)[nH]c1=S (stereo not given)	1	-5	0	-4	i	-10	27	-2	18	1
CN(C)CCN=Cc1c(O)n(CCC2=CCCCC2)c(=O)[nH]c1=O	-1	-4	-3	1	i	-3	-9	2	12	1
COC(=O)c1c(C)n(Cc2ccccc2)c2ccc(O)cc12	-3	0	-2	10	i	7	-5	1	-21	1
C[C@]12CC(=O)CC1CCC1C2CC[C@@]2(C)C1CC[C@@H]2O (stereo not given in full)	0	2	2	7	i	1	6	-1	13	1
O=C1NC(=O)N(Cc2ccco2)C(=O)/C1=C\c1cccn1CCOc1ccc(Cl)cc1	-5	4	1	3	i	1	6	-1	28	5
O=S1(=O)N(Cc2ccc(F)cc2)CCCN1Cc1ccccc1Cl	-2	-5	2	2	i	-1	-3	3	12	-5
C=CCN1C(=O)C2(C(C(=O)OCC)=C(N)Oc3c2c(=O)oc2ccccc32)c2ccccc21 (stereo not given)	-4	1	2	-1	i	-2	-13	3	20	-3
CN1CCc2cc(O)cc3c2[C@H]1Cc1ccc(O)c(O)c1-3	17	14	-9	74	i	-1	78*	/	14	6
CCn1c(C)c(C(=O)NCCc2ccccc2)c2cc(OC)ccc21	1	-2	1	7	i	-7	0	-3	38	17
CCn1c(P(C)(=O)O)nc2cc(NC(=O)c3ccccc3F)ccc21	-3	0	-3	1	i	-7	-8	-6	17	4
CCOC(=O)C1=C(N)OC2=C(C(=O)CC(C)(C)C2)C12C(=O)Nc1ccccc12 (stereo not given)	1	-2	2	0	i	-2	-3	1	15	/
COC(=O)c1ccc(C(C(=O)NC2CCCCC2)N(CCN2CCOCC2)C(=O)Cc2cccs2)cc1 (stereo not given)	-2	5	4	-6	i	2	-7	0	30	-1
CC1=CC(=O)NP(=O)(Oc2ccc3ccccc3c2)N1 (stereo not given)	-1	-4	1	1	i	-2	15	1	-9	11

Reprinted at random: 3 records from the list
SMILES	GSK3A inh	Dyrk1A ADPGlo	GSK3beta inhib	HSF1 inhib	PolyA inhibitor	Platelet DG rel	HSF-1 act	HSP90 inh	AI-2 QS mod	HDAC3 inhib
CCOC(=O)C1=C(N)OC2=C(C(=O)CC(C)(C)C2)C12C(=O)Nc1ccccc12 (stereo not given)	1	-2	2	0	i	-2	-3	1	15	/
C[C@@]1([C@@H](NP(=O)(c2ccccc2)c2ccccc2)c2ccccc2)C[C@H]1CCO	-2	0	-1	1	i	3	-13	-1	13	-4
C=CCN1C(=O)C2(C(C(=O)OCC)=C(N)Oc3c2c(=O)oc2ccccc32)c2ccccc21 (stereo not given)	-4	1	2	-1	i	-2	-13	3	20	-3

The listing picks up, starting 4 compounds before the break.
SMILES	GSK3A inh	Dyrk1A ADPGlo	GSK3beta inhib	HSF1 inhib	PolyA inhibitor	Platelet DG rel	HSF-1 act	HSP90 inh	AI-2 QS mod	HDAC3 inhib
CCn1c(P(C)(=O)O)nc2cc(NC(=O)c3ccccc3F)ccc21	-3	0	-3	1	i	-7	-8	-6	17	4
CCOC(=O)C1=C(N)OC2=C(C(=O)CC(C)(C)C2)C12C(=O)Nc1ccccc12 (stereo not given)	1	-2	2	0	i	-2	-3	1	15	/
COC(=O)c1ccc(C(C(=O)NC2CCCCC2)N(CCN2CCOCC2)C(=O)Cc2cccs2)cc1 (stereo not given)	-2	5	4	-6	i	2	-7	0	30	-1
CC1=CC(=O)NP(=O)(Oc2ccc3ccccc3c2)N1 (stereo not given)	-1	-4	1	1	i	-2	15	1	-9	11
COc1ccc(-n2c(/C=C/c3ccc(O)cc3)nc3ccccc3c2=O)cc1	-1	3	1	-4	i	-3	-14	4	-5	-4
CN(C)P(=O)(CCl)Nc1ccccc1 (stereo not given)	-1	-1	3	-9	i	15	3	-4	16	-3
N#CCCn1cc(C(=O)Nc2ccc(F)cc2)c(-c2ccccc2)n1	-3	5	-1	1	i	-5	-14	-4	13	-3
CC(C)CCNC(=O)c1c(N)n(Cc2ccc3c(c2)OCO3)c2nc3ccccc3nc12	9	-3	0	17	i	6	20	7	16	-4
O=[N+]([O-])c1cc(F)c(N2CCCC2)cc1N1CCNCC1	/	/	-2	1	i	-4	7	0	24	-4
CC(CCc1ccccc1)NCCC#N (stereo not given)	-6	1	-1	-9	i	-1	9	2	1	/
C=CCn1c(O)c(C(C)=Nc2ccc(C(=O)O)cc2)c(=O)[nH]c1=O	2	-2	-1	-32	i	-7	-36	6	8	-3
Cc1nn(C)c(C)c1P(=S)(c1c(C)nn(C)c1C)N(C)C	-1	-5	3	-10	i	-4	-1	0	18	-5
CC(=Nc1ccc2c(c1)CCC2)c1c(O)n(C)c(=O)n(C)c1=O	/	-11	3	-7	i	11	-6	/	13	0
Cn1cc(C(=O)N2CCC3(CC2)OCCO3)c2c3ccccc3n(C)c2c1=O	-3	-27	1	1	i	5	-4	-2	9	-8
Cc1ccc(-c2nc3ccccc3c(=O)n2-c2cccnc2)cc1	0	-3	-1	-11	i	10	10	0	17	0
CN1C(=O)N(C)C(=O)C2(Cc3c(nc4ccccn4c3=O)N3CCc4ccccc4C32)C1=O (stereo not given)	0	-4	-2	-10	i	0	-8	6	25	-1
O=[N+]([O-])c1cc(F)c(N2CCCC2)cc1Br	-1	0	1	-2	i	1	-10	4	18	4
Cc1nc2nc(C)c(CCC(=O)N3CCC4(CC3)OCCO4)c(C)n2n1	-2	0	-1	-4	i	-1	6	-7	2	-3
O=S(=O)(NC1CCCCC1)OCC(Cl)(Cl)Cl	0	1	1	-2	i	-1	0	-2	18	16
Cc1cccc(-c2nc3ccc(C(=O)N4CCC5(CC4)OCCO5)cc3nc2-c2cccc(C)c2)c1	1	-2	1	5	i	-7	13	0	18	2
Cc1c(N=Nc2c(O)[nH]c(=S)[nH]c2=O)c(=O)n(-c2ccccc2)n1C	8	-5	0	-3	i	9	7	0	13	17

High-throughput results: PubChem BioAssay, several laboratories

An excerpt, so the mix of outcomes need not match the whole.
